Screening data: PubChem BioAssay, several laboratories
SRC2 inh: inhibits human steroid receptor coactivator 2. inhibition, % at 9 µM. Q15596. actives 0.17% (n = 370,000). HEK293 GAL4-SRC2 luciferase reporter, luminescence;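 active means inhibition above the mean inhibition of all tested compounds plus 3 SD, set per campaign, cut at about 52% in these data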;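 further: 0% = DMSO treated cells and 100% = cells given Gossypol at 36 µM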
NOD2 RIPK2 PPI: inhibitors of human NOD2-RIPK2 interaction; O43353; CHO BLA complementation NOD2-RIPK2, CCF4 ratio; inhibition, % at 4.98 µM; actives 0.38% (n = 360,000); in the data active means inhibition above about 21%;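 further: 0% = vehicle only and 100% = reference blocker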
m5-HT2A agonist: mouse HTR2A agonism via beta-arrestin recruitment. CHO-K1 mHTR2A beta-arrestin complementation, luminescence; percent of 30 µM serotonin response. activation, % at 7.6 µM. P35363. actives 0.66% (n = 360,000);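 active means activation above a run cutoff, the mean activation of all tested compounds plus 3 SD, cut at about 14% in these data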;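 further: 0% = plate median of compound wells and 100% = 30 µM serotonin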
MC4R ag barr: agonists of human melanocortin 4 receptor (MC4R) beta-arrestin; P32245; U2OS MC4R beta-arrestin complementation, luminescence; percent of melanotan II response, DMSO zero; activation, % at 8.9 µM; actives 0.98% (n = 360,000); AID 540308;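 active means activation above a per-plate cutoff, the mean activation of sample wells on that plate plus 3 SD, cut at about 8% in these data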
Glyco luc inh: N-linked glycosylation inhibition; actives 0.23% (n = 360,000); reporter increase, % at 12.5 µM; D54 ERlucT glycosylation luciferase reporter, 24 h; percent of 100 nM tunicamycin response;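 active means mean luciferase reporter signal, scaled so untreated is 0 and the glycosylation-blocking control 100, at or above a set limit in every replicate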;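 further: luciferase carries N-glycosylation sites so blocking glycosylation raises the light; 0% = median of neutral control wells and 100% = median of 100 nM tunicamycin wells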
TLR9-MyD88 block: blocks human TLR9 binding to MyD88; CHO BLA complementation TLR9-MyD88, CCF4 FRET ratio; inhibition, % at 4.98 µM; actives 0.21% (n = 340,000); AID 504734;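 active means inhibition above the mean over all tested compounds plus 3 SD, cut at about 21% in these data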;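 further: 0% = DMSO only wells and 100% = clavulanate BLA inhibitor control wells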
ABCB6 inh 2: inhibitors of human ABC transporter ABCB6; Q9NP58; K562-ABCB6 porphyrin accumulation, flow cytometry, 1 h; stronger effect = lower value; fluorescence ratio to DMSO, % at 10 µM; actives 0.19% (n = 360,000); AID 602162;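 active means fluorescence ratio to DMSO below 75%, the collection mean minus 3 SD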;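 further: signal is porphyrin accumulated inside mitochondria; 100% equals median channel fluorescence of DMSO control wells; lower ratio means ABCB6 inhibition with less porphyrin fluorescence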
Target sequence (Q9NP58 whole entry, looked up): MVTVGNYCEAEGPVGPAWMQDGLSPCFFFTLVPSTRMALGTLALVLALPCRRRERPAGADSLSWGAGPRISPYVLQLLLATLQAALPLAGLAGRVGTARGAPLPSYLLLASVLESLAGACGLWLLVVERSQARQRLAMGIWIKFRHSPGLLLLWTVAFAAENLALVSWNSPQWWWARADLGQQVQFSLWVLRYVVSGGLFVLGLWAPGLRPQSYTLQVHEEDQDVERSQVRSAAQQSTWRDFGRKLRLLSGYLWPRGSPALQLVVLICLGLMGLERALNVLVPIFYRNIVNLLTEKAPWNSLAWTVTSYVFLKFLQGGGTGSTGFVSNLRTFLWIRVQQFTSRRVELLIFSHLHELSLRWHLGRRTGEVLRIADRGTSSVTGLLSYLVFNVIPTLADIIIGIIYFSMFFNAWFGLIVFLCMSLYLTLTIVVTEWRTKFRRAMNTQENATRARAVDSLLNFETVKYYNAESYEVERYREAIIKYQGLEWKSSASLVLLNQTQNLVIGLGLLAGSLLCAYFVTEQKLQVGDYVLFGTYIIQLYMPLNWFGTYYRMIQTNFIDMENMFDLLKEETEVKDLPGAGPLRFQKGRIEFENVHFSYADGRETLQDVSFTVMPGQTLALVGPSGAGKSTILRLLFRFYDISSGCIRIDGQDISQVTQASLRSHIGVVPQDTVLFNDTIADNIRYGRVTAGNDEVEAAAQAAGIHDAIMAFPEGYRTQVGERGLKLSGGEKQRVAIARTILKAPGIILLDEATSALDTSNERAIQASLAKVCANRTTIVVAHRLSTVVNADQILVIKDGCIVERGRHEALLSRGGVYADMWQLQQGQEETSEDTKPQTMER
MC4R antagonist: human MC4R antagonism in cAMP assay | P32245 | MC4R-expressing cells, MTII-stimulated cAMP, LANCE TR-FRET | inhibition, % at 6.5 µM | actives 0.48% (n = 360,000);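 active means inhibition above its plate's cutoff, the mean of tested wells on that plate plus 3 SD, cut at about 29% in these data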;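 further: 0% = Melanotan II alone and 100% = Melanotan II plus saturating MCL0020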
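Assay system: U2OS cells stably expressing human melanocortin 4 receptor (MC4R) / Dosing: 6.5 µM / Timing: compound 30 min, challenge 1 h, detection 1 h / Measured by: Eu-cAMP/anti-cAMP TR-FRET, emission 671 nm / Replicates: singlicate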
ABHD5 PLIN5 PPI: inhibitors of human ABHD5-perilipin-5 interaction; Q00G26+Q8WTS1; Split G. princeps luciferase complementation, luminescence, 4 h; inhibition, % at 4 µM; actives 0.78% (n = 360,000); AID 602281;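 active means inhibition above the mean inhibition across every tested compound plus 3 SD, cut at about 22% in these data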;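 further: 0% = DMSO only wells and the 100% control is not disclosed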
H9c2 protect: protects H9c2 cardiomyocytes from peroxide injury; protection from H2O2 cell death, % at 20 µM; actives 0.63% (n = 360,000); H2O2 injury protection, ATPLite, 2 h;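 active means compounds giving at least 50% protection of heart cells from peroxide-induced death in the single-dose screen, raw or plate-pattern-corrected value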;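 further: 0% = DMSO wells with peroxide and 100% = DMSO wells without peroxide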
An asterisk follows results filed as active; . = no result given.

SMILES | SRC2 inh | NOD2 RIPK2 PPI | m5-HT2A agonist | MC4R ag barr | Glyco luc inh | TLR9-MyD88 block | ABCB6 inh 2 | MC4R antagonist | ABHD5 PLIN5 PPI | H9c2 protect
COc1cc(SC)ccc1C(=O)OCC(=O)NC(=O)NC(C)C | -5 | -11 | 4 | -2.6 | 1 | 4 | 91 | 2 | 0 | -5
COc1ccc(NS(=O)(=O)c2cc(NC(=O)c3ccco3)ccc2N2CCCC2)cc1 | -10 | -10 | 0 | 1.1 | -1 | -4 | 110 | 6 | 1 | 3
CC1(C)CC(=O)c2c(-c3cccnc3)n[nH]c2C1 | 9 | 1 | -3 | 0.9 | 0 | -11 | 101 | 1 | -1 | 0
CC(C)c1ccccc1NC(=O)CC1(CC(=O)O)CCCC1 | -6 | -7 | 4 | 2.1 | -1 | -18 | 104 | 20 | -1 | 4
CCC(=O)Nc1cccc(C(=O)OCc2cccc([N+](=O)[O-])c2)c1 | 4 | -10 | -3 | -2.7 | -5 | -2 | 85 | 1 | 0 | -5
CC1(C)CC(=NNC(=O)c2n[nH]c3c2CCC3)CC(C)(C)N1 | 20 | 9 | -3 | -0.1 | 2 | 6 | 96 | -19 | 9 | 8
CCOc1ccc(NS(=O)(=O)c2ccc(C(=O)N3CCN(c4ncccn4)CC3)cc2)cc1 | 9 | -10 | 10 | -1.4 | -5 | 0 | 92 | 5 | -1 | -22
COCCNC(=O)C(c1ccc(C)o1)N(C(=O)c1snc(C(N)=O)c1N)c1ccc(C)cc1 (configuration not stated) | -20 | -16 | -1 | 1.2 | -1 | 0 | 99 | -1 | -3 | 1
C[n+]1cccc(C(=O)NNC(=O)C23CC4CC(CC(C4)C2)C3)c1 | -24 | 3 | 0 | -0.4 | 1 | 8 | 83 | 7 | -2 | 5
CCOC(=O)C1=C(C)N(CCCCCC(=O)O)C(=O)NC1c1ccc([N+](=O)[O-])cc1 (configuration not stated) | 6 | -2 | 8 | 0.2 | 2 | -12 | 99 | -3 | 0 | 6
COc1ccc(C)cc1NC(=O)COC(=O)CCC(=O)c1cccs1 | -8 | 13 | 1 | 0.1 | 4 | -3 | 95 | 12 | -4 | -3
NC(=O)c1nsc(C(=O)N(Cc2cccnc2)C(C(=O)NCc2ccc(F)cc2)c2ccc(F)cc2)c1N (configuration not stated) | 3 | 3 | 10 | -0.9 | -3 | -2 | 96 | 7 | 6 | 17
O=C(Cc1cccs1)NNC(=S)NC(=O)c1ccc(F)c(F)c1 | 8 | 6 | 2 | -3.4 | 4 | -7 | 99 | 10 | -8 | 7
O=C(c1ccco1)N1CCN(C(=O)C2CCN(S(=O)(=O)c3cccc4nsnc34)CC2)CC1 | 5 | 1 | -1 | -0.1 | 1 | -8 | 94 | 2 | 11 | -1
CC(C)=C(NC(=O)c1ccccc1)C(N)=O | 17 | -6 | 10 | 0.2 | 1 | -13 | 97 | -5 | 2 | 6
O=c1c(C(c2ccc(Cl)cc2)c2c(O)nc3n(c2=O)CCS3)c(O)nc2n1CCS2 | -34 | -4 | -2 | -0.9 | 1 | -4 | 98 | 2 | 16 | 16
COc1cc(/C=N/NC(=O)Cn2ccc(C(F)(F)F)n2)cc(OC)c1OC | 9 | -11 | -2 | -2.0 | 3 | -7 | 105 | -11 | -5 | 8
Cc1cc(NC(=O)CSc2c(C)[nH]c3ccccc23)no1 | -32 | 4 | 2 | -0.1 | -1 | 6 | 99 | 1 | -13 | 1
CCc1ccccc1NS(=O)(=O)c1ccc2c(c1)C(C)(C)C(=O)N2C | -4 | -2 | -1 | -1.8 | 4 | 1 | 99 | 4 | -1 | -8
Cc1cccc(C)c1N1CCN(S(=O)(=O)N2CCCCC2)CC1 | -2 | -2 | 5 | 1.3 | 0 | -2 | 102 | -5 | 1 | -6
COc1ccc(C2=NOC(CN3C(=O)c4ccccc4S3(=O)=O)C2)cc1 (configuration not stated) | -33 | -9 | 9 | -0.4 | -5 | -1 | 99 | 14 | 5 | -4
Cc1cc(C)cc(C(=O)OCC(=O)N2CCCCCC2)c1 | 6 | 3 | -4 | -1.6 | 0 | 6 | 97 | 3 | 4 | 11
COc1ccc(NC(=O)CSc2nc(=O)n(CCN(C)C)c3c2CCCC3)cc1OC | -31 | 1 | -6 | -1.3 | -2 | 1 | 94 | 13 | 13 | 5
COC(=O)c1c(-c2ccc(C)cc2)csc1NC(=S)NC(=O)c1ccc(F)cc1 | 6 | -6 | 1 | 1.2 | -2 | -6 | 98 | -3 | -2 | -8
O=S(=O)(Cc1ccccc1)C1CCCCC1O (configuration not stated) | 5 | 3 | 3 | -2.5 | 1 | 5 | 98 | 0 | -5 | -9
CC1=CC(=C(C#N)c2nc3ccccc3s2)C=C(C)N1c1ccc(F)cc1F | 3 | 6 | 2 | -0.3 | -11 | -9 | 100 | -1 | 1 | -14
CCc1nn(CC(=O)N2CCC(C(N)=O)CC2)c(=O)c2cc3occc3n12 | 0 | -4 | 1 | 0.1 | -1 | 3 | 102 | 5 | 9 | 7
COc1ccc(N2CCN(C(=O)COc3cccc4ccccc34)CC2)cc1 | . | 5 | 4 | -0.6 | 1 | 3 | 96 | 0 | 9 | -4
Cc1cc(C)cc(N(C(=O)CNC(=O)c2cccs2)C(C(=O)NC2CCCC2)c2cccnc2)c1 (configuration not stated) | 3 | 2 | 0 | -0.7 | -3 | 1 | 98 | 4 | -1 | 4
COc1cc(NC(=O)c2cc3ccccc3o2)ccc1NC(=O)c1ccco1 | 6 | -6 | -2 | 2.0 | -5 | 5 | 93 | 7 | 1 | 39
COc1ccc2oc(=O)c(C(=O)NC(C)c3ccccc3)cc2c1 (configuration not stated) | 5 | 7 | -1 | -1.0 | 0 | -2 | 99 | 5 | -7 | 9
OC(c1ccc(CN2CCCCC2)cc1)c1ncc(-c2ccccc2F)[nH]1 (configuration not stated) | -8 | -6 | 3 | -1.1 | -2 | . | 98 | 9 | -1 | 14
COc1ccc(S(=O)(=O)N2CCC(NC(=O)N3CCOCC3)CC2)cc1 | -3 | -9 | -7 | -4.5 | 0 | 3 | 91 | 7 | -7 | -2
C#CCn1c(=NC(=O)c2cc(-c3cccs3)nc3ccccc23)sc2cc(S(N)(=O)=O)ccc21 | -6 | -2 | 5 | 20* | 5 | -3 | 100 | 5 | -4 | 7
O=C(O)CC1c2ccccc2C=Cc2ccccc21 | -8 | 10 | 3 | -1.1 | 1 | -1 | 98 | 1 | -2 | 7
CC(=O)NC(c1cccc(F)c1)c1nc(-c2cccc(C(=O)O)c2)cs1 (configuration not stated) | -17 | -5 | 1 | 0.4 | 3 | . | 104 | 6 | 0 | -2
CCCCn1c(N)c(N(CCOC)C(=O)c2ccc(-c3ccc(C(C)=O)cc3)o2)c(=O)[nH]c1=O | -26 | -4 | 15* | 1.4 | 4 | -3 | 99 | 5 | -8 | 9
COc1ccccc1/C=C/C1=NC(=C\N(C)C)/C(=O)O1 | -41 | 4 | -3 | 0.6 | -2 | 1 | 100 | 12 | 7 | 4
O=C(NCC1CCCO1)c1ccc(-c2ccccc2Cl)o1 (configuration not stated) | -45 | -4 | -1 | -3.8 | 0 | -2 | 98 | -2 | 12 | -5
COc1ccc(S(=O)(=O)Nc2ccccc2N2CCOCC2)cc1OC | -17 | -7 | 1 | 1.1 | 0 | 3 | 99 | 8 | 11 | 1
COC(=O)c1ccc(COc2ccccc2/C=N/NC(=O)c2cccnc2)cc1 | -53 | -5 | 5 | -0.9 | 1 | -4 | 97 | 15 | -6 | 28
COc1ccccc1NC(=O)Cc1coc2cc(C)ccc12 | 7 | 3 | -3 | -2.0 | 0 | -4 | 99 | 5 | -4 | 3
COc1ccc(-n2nnnc2SCC#CCO)cc1 | -11 | -2 | 2 | -0.2 | 3 | -10 | 90 | -1 | 6 | -1
COCC(=O)N(C)C[C@H]1N[C@@](Cc2ccccc2)(C(=O)OC)[C@H]2C(=O)N(Cc3ccccc3)C(=O)[C@@H]12 | -10 | 7 | 7 | -0.8 | 0 | -21 | 97 | 9 | 5 | 8
CCOC(=O)c1ccc(NC(=S)NN)cc1 | -18 | 4 | -1 | 2.7 | 3 | -4 | 97 | 1 | 10 | 4
COc1ccc(N2CCN(c3ncccc3C#N)CC2)cc1 | -25 | 6 | -6 | -2.2 | -1 | -3 | 74* | -5 | -6 | 4
CCN(C(=O)COC(=O)CCC(=O)c1ccccc1)c1c(N)n(Cc2ccccc2)c(=O)[nH]c1=O | -15 | -2 | 4 | -5.1 | -1 | -2 | 92 | 5 | -7 | -1
Cc1cccc(CNC(=O)C2CCC(=O)N(CC3CCCCC3)C2)c1 (configuration not stated) | 11 | -6 | 0 | -1.0 | -2 | 0 | 101 | 6 | 5 | -1
O=C(CN1C(=O)c2ccccc2C1=O)Nc1nnc(C2CCCO2)s1 (configuration not stated) | . | -3 | 5 | 0.6 | 2 | 5 | 97 | 9 | 7 | 7
CCCCCc1nnc(NC(=O)CN2C(=O)C3CCCCC3C2=O)s1 (configuration not stated) | -6 | 9 | 3 | 2.4 | 4 | -8 | 98 | -4 | 5 | 2
O=C(NC1CCN(C(=S)NCc2ccco2)CC1)c1cccc(F)c1 | -7 | -9 | -2 | -1.7 | 0 | -4 | 95 | -1 | 3 | 8
COc1ccc(NC(=O)Cn2cnc3ccccc3c2=O)cc1OC | 0 | -2 | -7 | -4.7 | 1 | -8 | 103 | -1 | -6 | 7
COc1ccc(C(=O)NCCNc2nc3ccc(C)cc3cc2C#N)cc1 | -3 | 4 | 0 | -1.2 | 2 | -1 | 101 | 10 | 1 | 14
Cc1ccc(O)c(-c2cc(-c3ccccc3C)[nH]n2)c1 | -96 | -1 | 6 | 3.8 | 0 | 5 | 87 | 0 | -9 | -17
O=C(COc1ccc(Cl)cc1)c1ccc(O)cc1O | -6 | -15 | -2 | -2.6 | -1 | 2 | 98 | -2 | -1 | -10
CC(C)CC(=O)Nc1nc(-c2ccc(S(=O)(=O)N3CCOCC3)cc2)cs1 | 8 | 5 | 0 | -4.5 | -8 | -6 | 94 | 10 | -6 | -5
CC12CC3CC(C)(C1)CC(C(=O)Nc1nn[nH]n1)(C3)C2 | 7 | -3 | 0 | -0.8 | 2 | 7 | 110 | -4 | -1 | -3
CC1C(=O)N2CCCc3cc(NC(=O)c4ccccc4Br)cc1c32 (configuration not stated) | -5 | 0 | 0 | 0.7 | 8 | 0 | 97 | 13 | 2 | 1

By substructure, the compounds so far containing a nitro group on carbon (two)
SMILES | SRC2 inh | NOD2 RIPK2 PPI | m5-HT2A agonist | MC4R ag barr | Glyco luc inh | TLR9-MyD88 block | ABCB6 inh 2 | MC4R antagonist | ABHD5 PLIN5 PPI | H9c2 protect
CCC(=O)Nc1cccc(C(=O)OCc2cccc([N+](=O)[O-])c2)c1 | 4 | -10 | -3 | -2.7 | -5 | -2 | 85 | 1 | 0 | -5
CCOC(=O)C1=C(C)N(CCCCCC(=O)O)C(=O)NC1c1ccc([N+](=O)[O-])cc1 (configuration not stated) | 6 | -2 | 8 | 0.2 | 2 | -12 | 99 | -3 | 0 | 6

Not all compounds are listed, so the mix of outcomes need not match the whole.
